Glioma ERSR ind – induces the endoplasmic reticulum stress response in human glioma cells; AID 602332; Potency, µM, for the others: at the highest dose activation, usual class: activators; U87-MG GRP78 promoter luciferase reporter, 16 h; actives 0.02% (n = 420,000); note: potency is the fitted concentration of half-maximal effect; series mostly up to about 76 µM; % of control where 0% means no effect; nearly all actives have a fitted effect of over 35% in size
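Stably transfected U87-MG human glioma cells carrying a GRP78-based luminescent sensor were seeded at 1000 cells/well, pin-dosed with compounds and incubated 16 h. Luciferase reagent was then added, and end-point luminescence was read after 10 min at room temperature.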
RGS4 inhibitor – inhibitors of human regulator of G protein signaling 4 | Potency, µM (series often up to 114 µM), inactives show top-dose activity change, negative = inhibition, hits mostly inhibitors | AID 504845 | Transcreener GDP fluorescence polarization, RGS4-accelerated GTP hydrolysis | actives 0.039% (n = 390,000); note: potency is the fitted concentration of half-maximal effect; % is set by controls: 0 for no effect and ±100 for the full control effect; nearly all actives have a fitted effect of over 75% in size; some results filed as inactive show a strong effect at the top dose
Target sequence (P49798 whole entry, looked up): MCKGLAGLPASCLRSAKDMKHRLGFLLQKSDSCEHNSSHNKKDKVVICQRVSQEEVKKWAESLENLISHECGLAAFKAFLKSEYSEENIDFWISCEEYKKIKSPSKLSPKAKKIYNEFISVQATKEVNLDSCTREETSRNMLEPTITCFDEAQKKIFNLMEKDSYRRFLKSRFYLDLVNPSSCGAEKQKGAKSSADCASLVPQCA
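MLSMR compounds (23 nl, pin-transferred) preincubated 10 min at room temperature with a 500nM (2x) first reagent, then RGS4 at 900nM (2x) plus Transcreener GDP mix added; fluorescence polarization (620/688 nm) read before and after 90 min at 30 °C.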
ALOX12 inh – blocks human arachidonate 12S-lipoxygenase. P18054. purified 12hLO, xylenol orange hydroperoxide absorbance. Potency, µM (top dose mostly 108 µM), without a hit: at the top dose activity change, negative = inhibition, actives largely listed as inhibitors. actives 1.1% (n = 580,000); note: potency is the fitted concentration of half-maximal effect; % is set by controls: 0 for no effect and ±100 for the full control effect
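Purified human 12hLO (150 nM final) in 25 mM Hepes, 0.01% Triton X-100, pH 7.0 was preincubated 15 min at room temperature with compound. Then 40 uM arachidonic acid was added, 30 min. Hydroperoxide was read by Fe-XO absorbance ratio 573/405 nm.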
ERG-DNA inh – ERG Ets/DNA interaction inhibition; Potency, µM (series often up to 76.9 µM), for the others: top-dose FP activity, negative = inhibition, hits mostly inhibitors; actives 0.028% (n = 370,000); fluorescence polarization, His-ERG Ets domain / labelled DNA; active = well fitted inhibition curve with a large enough effect in the polarisation, with a control signal flat; inconclusive = small, poorly fitted or top-dose-only effect, or effect the other way, or a change in a side signal; inactive = no such curve, though single readings can be large or run the other way; the % refers to the polarisation;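 note: polarization taken with two DNA probes labelled with fluorescein and Texas red; potency is the fitted concentration of half-maximal effect; % of control where 0% means no effect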
Target sequence (P11308 whole entry, looked up, the tested form may be a part): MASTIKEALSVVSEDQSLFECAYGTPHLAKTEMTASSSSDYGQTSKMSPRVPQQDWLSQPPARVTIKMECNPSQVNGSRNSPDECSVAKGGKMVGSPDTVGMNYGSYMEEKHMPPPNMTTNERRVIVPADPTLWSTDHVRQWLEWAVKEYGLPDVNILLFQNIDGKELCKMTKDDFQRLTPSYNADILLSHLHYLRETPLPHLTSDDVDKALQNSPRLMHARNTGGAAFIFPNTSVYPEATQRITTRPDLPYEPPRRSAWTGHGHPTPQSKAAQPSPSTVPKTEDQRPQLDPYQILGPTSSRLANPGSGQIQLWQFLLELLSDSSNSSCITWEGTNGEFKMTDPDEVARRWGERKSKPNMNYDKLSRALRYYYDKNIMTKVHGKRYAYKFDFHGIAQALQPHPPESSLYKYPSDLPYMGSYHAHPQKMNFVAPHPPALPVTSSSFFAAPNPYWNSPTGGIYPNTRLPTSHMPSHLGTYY
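His-tagged ERG Ets domain (1 uM in the protein solution; 300mM KCl, 50mM Tris-HCl, 1mM EDTA, 1mM DTT, pH 7.5) received compound, then a probe mix of 5 nM fluorescein-DNA and 100nM Texas-615-DNA. Fluorescence polarization was read for both dyes.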
Vif-A3G inh – Vif-A3G binding inhibition; HeLa A3G-eYFP + Vif (tagged APOBEC3G with the HIV-1 protein that degrades it), YFP fluorescence, overnight; Potency, µM (highest dose often 46.1 µM), for the others: at the top dose activity, negative = active, usual class: inhibitors; actives 0.076% (n = 410,000);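 note: potency is the fitted concentration of half-maximal effect; % is set by controls: 0 for no effect and ±100 for the full control effect; nearly all actives have a fitted effect of over 60% in size; hits raise eYFP signal because A3G escapes Vif-driven loss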
Target sequence (Q9HC16 whole entry, looked up): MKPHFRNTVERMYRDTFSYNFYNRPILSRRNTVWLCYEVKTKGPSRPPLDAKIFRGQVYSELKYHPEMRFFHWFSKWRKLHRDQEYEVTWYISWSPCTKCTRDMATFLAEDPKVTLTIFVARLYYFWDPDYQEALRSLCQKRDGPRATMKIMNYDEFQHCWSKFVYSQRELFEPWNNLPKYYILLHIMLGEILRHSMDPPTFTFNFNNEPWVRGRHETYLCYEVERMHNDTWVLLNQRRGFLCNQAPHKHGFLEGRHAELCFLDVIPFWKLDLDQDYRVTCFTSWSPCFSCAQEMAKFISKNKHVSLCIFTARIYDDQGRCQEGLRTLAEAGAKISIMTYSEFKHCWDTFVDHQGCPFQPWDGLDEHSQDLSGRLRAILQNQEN
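HeLa cells stably expressing Vif and C-terminally eYFP-tagged A3G, seeded overnight at 37 deg C, then exposed to compound by pintool overnight at 37 deg C. Rise in yellow fluorescence (Ex 488/Em 500-530, Acumen) marks blocked Vif-driven A3G degradation.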
D2 ag – D2 dopamine receptor (human) agonism. activation, % at 2 µM. actives 0.53% (n = 340,000). AID 485358. HEK293 T-REx D2 cells, calcium flux agonist mode;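 active = activation over 3 SD above normal in the single-dose calcium agonist read, cut at about 30% in these data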; note: 0% is about no effect
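Agonism is scored from calcium flux in a force-coupled, inducible HEK293 cell line expressing D2, read kinetically for 180 s after compound addition against dopamine controls.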
Vif-A3F inh – inhibitors of Vif-A3F interaction; actives 0.2% (n = 390,000); Potency, µM (titrated, usually from 46.1 µM), inactives show at the top dose activity, negative = active; HeLa A3F-eYFP + Vif (tagged APOBEC3F with the HIV-1 protein that degrades it), YFP fluorescence increase; note: potency is the fitted concentration of half-maximal effect; % of control where 0% means no effect; nearly all actives have a fitted effect of over 65% in size
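HeLa cells stably expressing A3F-eYFP plus Vif, plated and incubated overnight at 37 deg C, then exposed to compounds overnight at 37 deg C. Blocked degradation read as raised yellow fluorescence (Ex 488/Em 500-530).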
LDHA block – LDHA (human) enzyme inhibition | purified LDHA, NADH/diaphorase-resazurin fluorescence; hits give low values | activity change, % (values are at about 110 or 230 µM) | P00338 | actives 0.15% (n = 480,000); in the data active = activity change below about -30%; inconclusive = mostly about -25% to -30%;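 note: plate controls were DMSO wells for no effect and wells without enzyme for full effect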
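LDH5 2 nM; NADH 0.06 mM, pyruvate 0.2 mM; 200 mM Tris pH 7.4, EDTA, Tween-20; 5 min RT. Detection: diaphorase 0.133 mg/mL + resazurin 37 µM, fluorescence ex540/em590 at 0 and 20 min; normalized to enzyme-free and DMSO wells.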
D2 antagonist – antagonists of human D2 dopamine receptor; P14416; HEK293 TREx D2 cells, calcium flux, dopamine EC80; inhibition, % at 10 µM; actives 2% (n = 340,000); AID 485344; in the data active = inhibition above about 30%; note: 0% is about no effect
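Overnight-induced (tetracycline, 30 C) HEK293 T-REx cells carrying force-coupled D2 receive a no-wash calcium dye, then compound, then EC80 dopamine at 180 s; signals are read kinetically throughout.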
An asterisk follows results filed as active; ? = inconclusive; nt = not tested or not shown; & = joins results of further samples; [ ] = dose if it differs, or a comment. Unless noted, calls come from the whole dose curve; as a rule, active = well fitted curve in the direction sought with a large enough effect; inconclusive = small, poorly fitted or top-dose-only effect, or another doubt; inactive = no such curve, though single readings can be large; an effect the other way counts as inactive or inconclusive. Only part of the results is shown; count on the stated rates, not on these rows.

SMILES	Glioma ERSR ind	RGS4 inhibitor	ALOX12 inh	ERG-DNA inh	Vif-A3G inh	D2 ag	Vif-A3F inh	LDHA block	D2 antagonist
OCCN1CCN(c2nnc(-c3ccccc3)c3ccccc23)CC1	-5%	47%	-5%	-1%	3%	0.0	-9%	-4	0
Cc1cc(C)cc(NC(=O)C(OC(=O)c2cccs2)c2ccccc2)c1 (configuration not stated)	-4%	-3%	-17%	1%	1%	0.1	10%	-9	4
CCc1cccc(C)c1NS(=O)(=O)c1cc(Br)cnc1N	-2%	40%	13%	0%	-1%	-0.2	-3%	-7	9
CCN(C[C@H]1N[C@@](C)(C(=O)OC)[C@H]2C(=O)N(C)C(=O)[C@@H]12)C(=O)Nc1ccc(C)cc1	-2%	-12%	?	-3%	-1%	nt	5%	2	nt
COc1ccc(Cl)cc1CC=NNC(=O)c1ccncc1	-3%	-14%	0%	-6%	-6%	nt	-12%	-2	nt
CN1C(=O)NC(NC(=O)c2ccncc2)(C(F)(F)F)C1=O (configuration not stated)	-4%	31%	?	?	1%	0.6	-6%	-2	-1
O=C(Nc1ccc(OCC(=O)N2CCOCC2)cc1)Nc1cccc(Cl)c1	0%	3%	2%	-6%	-8%	0.0	-12%	-16	-8
O=C1Cc2ccccc2C(=O)N1c1ccc(F)cc1Cl	-1%	-51%	?	19%	-1%	1.7	-8%	6	-9
COc1ccc(S(=O)(=O)N2c3ccccc3OCC2C(C)(C)C)cc1 (configuration not stated)	-2%	23%	-10%	-23%	3%	1.7	7%	-4	4
CCc1c(O)nc(SCC(=O)Nc2ccccc2OC)[nH]c1=O	1%	-21%	12%	3%	-4%	0.9	0%	0	13
O=C(CNC(=O)c1ccc(Cl)cc1)OCn1nnc2ccccc2c1=O	-3%	14%	40%[activator]	1%	3%	0.4	-2%	-1	19
Cc1ccc(NC(=O)c2ccc(NC(=O)N3CCSc4ncccc43)cc2)c(C)c1	0%	24%	-18%	0%	1%	nt	1%	2	nt
O=C(CCC(=O)N1CCN(c2ccc(F)cc2)CC1)N1CCN(c2ccc(F)cc2)CC1	-3%	-20%	1.8µM*	-14%	1%	-0.9	0%	-3	3
CC1CC(C)(C)CC2(C1)NC(=O)N(CC(=O)N(Cc1ccccc1)c1ccccc1)C2=O (configuration not stated)	-3%	-40%	-25%	-1%	1%	nt	?	-3	-6
COc1ccc(CNC(=O)COC(=O)/C=C/c2cccc(Br)c2)cc1OC	-2%	-2%	11%	3%	2%	-3.3	-1%	-5	-10
NC(COCc1ccccc1)c1csc(Nc2cc(NCCCO)ncn2)n1 (configuration not stated)	-7%	nt	3%	nt	-5%	nt	nt	-1	nt
CCOc1ccc(S(=O)(=O)NCc2ccc(Cl)cc2)c2cccnc12	-3%	-17%	17%	3%	0%	-1.7	-14%	8	8
O=C1Cn2c(nc3ccccc32)-c2ccccc2N1	0%	27%	22%	nt	-1%	1.0	-5%	-6	-5
Cc1ccc(/C=C/C(=O)OCn2nnc3ccccc3c2=O)o1	-4%	-13%	0%	-7%	0%	0.3	-2%	-3	-2
CCC1(c2cccc(Cl)c2)NC(=O)N(Cc2cc(C(=O)OC)c(C)o2)C1=O (configuration not stated)	-5%	-26%	-17%	-2%	1%	0.9	-6%	2	6

Arranged by value in Vif-A3F inh (high to low): 4 of the compounds above.
SMILES | Vif-A3F inh
CCc1c(O)nc(SCC(=O)Nc2ccccc2OC)[nH]c1=O | 0%
OCCN1CCN(c2nnc(-c3ccccc3)c3ccccc23)CC1 | -9%
O=C(Nc1ccc(OCC(=O)N2CCOCC2)cc1)Nc1cccc(Cl)c1 | -12%
CCOc1ccc(S(=O)(=O)NCc2ccc(Cl)cc2)c2cccnc12 | -14%

(next part)
SMILES	Glioma ERSR ind	RGS4 inhibitor	ALOX12 inh	ERG-DNA inh	Vif-A3G inh	D2 ag	Vif-A3F inh	LDHA block	D2 antagonist
CCOc1ccccc1NC(=O)c1cc(SC)ccc1Cl	-5%	0%	-7%	-4%	-20%	-0.3	14%	-2	-6
O=C(c1c[nH]c(C(=O)C(Cl)(Cl)Cl)c1)c1ccccc1Cl	-12%	23%	?	3%	0%	0.6	-10%	-5	-11
CO/N=C/c1cccn1-c1nccc(N(C)C)c1C#N	-4%	25%	-9%	-1%	-1%	-0.8	2%	-9	5
O=C(NCC(c1cccs1)S(=O)(=O)c1cccs1)c1ccccc1F (configuration not stated)	0%	-12%	0%	3%	-5%	0.2	2%	-2	nt
CC(C)Cc1ccc(-c2cc3nc(NCCCn4ccnc4)ccn3n2)cc1	0%	nt	-25%	nt	-9%	nt	nt	2	nt
CC(=O)Nc1ccc(NC(=O)c2cnn(-c3ccccc3)c2C2CCN(C(=O)OC(C)(C)C)CC2)cc1	0%	5%	0%	-4%	1%	0.5	-7%	-1	nt
O=C(NCC1CCCN(Cc2ccc3nonc3c2)C1)c1ccc(F)cc1 (configuration not stated)	-6%	-3%	8%	-8%	-5%	nt	5%	1	nt
O=C(CN1C(=O)NC(c2ccccc2)(c2ccccc2)C1=O)NCCc1ccc(F)cc1	-4%	3%	-3%	-1%	-4%	nt	6%	-8	nt
O=C(CCC1CCCN(Cc2ccc3c(c2)OCCO3)C1)NCc1ccc(F)c(F)c1 (configuration not stated)	-3%	-1%	-1%	4%	7%	-0.1	-10%	-4	-12
CS(=O)(=O)N(CC(=O)NC1CCCC1)c1ccc(Oc2ccccc2)cc1	4%	-5%	-5%	-15%	-3%	0.6	-1%	4	4
CCCNC(=O)c1ccccc1NC(=O)CN(c1ccccc1)S(=O)(=O)N(C)C	-7%	-9%	0%	-10%	0%	nt	-6%	-2	nt
CCN(CC)CC#CC(OC)(c1ccccc1)c1ccccc1	-5%	-2%	-16%	-5%	-5%	1.5	-13%	-6	-7
CCCc1cc(-n2ccnc2C)n2c(nc3ccccc32)c1C#N	-2%	5%	-2%	-2%	1%	nt	0%	2	nt
COC(=O)c1sc(N)c(C(=O)OC)c1COC(=O)CNS(=O)(=O)c1cccc(C#N)c1	-5%	-17%	-27%	-4%	-7%	0.3	3%	-3	-8
CCCCc1ccc(NC(=O)CSCc2cc(=O)[nH][nH]2)cc1	1%	-21%	-25%	1%	1%	3.0	-7%	-9	-5
CC(NC(=O)COC(=O)Cc1ccsc1)c1ccccc1 (configuration not stated)	-2%	-14%	-10%	-6%	3%	0.8	4%	-10	13
CCOC(=O)C1CCN(CC(O)COc2ccc(C(C)(C)C)cc2)CC1 (configuration not stated)	5%	-24%	17%	7%	0%	0.3	-3%	3	26
Cc1ccc(C(=O)NCCC2=CCCCC2)cc1S(=O)(=O)N1CCOCC1	6%	2%	-20%	-1%	-1%	0.1	2%	-1	0
CC(Oc1ccc(Cl)cc1Cl)C(=O)NC(Cc1ccccc1)C(=O)O (configuration not stated)	-3%	-2%	-21%	6%	3%	nt	-7%	-6	nt
CCCCc1ccc(NC(=O)NCc2cccnc2)cc1	-2%	-9%	2%	-2%	1%	-1.5	3%	0	4
Cc1c(NC(=O)Cn2[nH]c(=O)c3ccccc3c2=O)c(=O)n(-c2ccccc2)n1C	-3%	30%	2%	7%	-1%	1.0	-13%	-1	-6
CCOCCCn1c(SCC(=O)Nc2oc(C)c3c(C)n[nH]c(=O)c23)nc2ccccc2c1=O	-2%	-35%	-2%	10%	1%	nt	12%	10	nt
Cc1cc(Cl)c2oc(C(=O)NCC(C)(C)N3CCOCC3)c(C)c2c1	3%	18%[11.4 µM]	-23%	-22%	0%	0.1	2%	-1	-9
COc1ccc(-c2nc3c(c(SCC(=O)N4CCOCC4)n2)Cc2c(CO)cnc(C)c2O3)cc1	-3%	-33%	-12%	1%	3%	-0.3	3%	-3	6
O=C(NC1=NCCS1)c1cc(-c2ccc(F)cc2)nc2ccccc12	5%	20%	-23%	1%	-2%	-0.5	-7%	-2	-5
CCN1CCN(C(=O)/C=C/c2ccccc2[N+](=O)[O-])CC1	-8%	3%	4%	2%	1%	-0.3	4%	-15	0
N#Cc1nc(-c2ccc(COc3ccccc3)o2)oc1N1CCCCC1	2%	17%	9%	-3%	0%	-1.4	6%	-14	nt
CC1C(=O)NN=C1C(=O)N/N=C\c1ccc(O)cc1O (configuration not stated)	0%	-24%	3%	21%	3%	0.4	-5%	8	-3
FC(F)(F)c1cnc(NNC(=S)Nc2ccc(Cl)cc2)c(Cl)c1	-11%	?	45µM*	-10%	-4%	5.4	-5%	-5	7
COc1ccc(S(=O)(=O)NCCC(C)C)cc1C	0%	6%	12%	-3%	2%	1.0	-11%	0	6
CCSc1nnc(SCC(=O)c2c(N)n(C)c(=O)n(C)c2=O)s1	-2%	-13%	14%	4%	2%	0.7	1%	-8	-1
Cn1c(SCC(=O)Nc2nccs2)nnc1-c1ccco1	-5%	-2%	?	11%	-6%	nt	4%	-3	nt
COC(=O)c1ccccc1NC(=O)Cn1nnc(-c2ccc(OC)cc2)n1	-1%&1%	7%&16%	-1%&2%	3%&-2%	?	0.2	-7%&3%	-2&-11	nt
CCOc1ccc(NC(=O)N2CCC(C(=O)c3ccc(F)cc3)CC2)cc1	-2%	-29%	-11%	4%	0%	0.9	-15%	-5	-19

Reprinted at random: 2 compounds from above.
SMILES	Glioma ERSR ind	RGS4 inhibitor	ALOX12 inh	ERG-DNA inh	Vif-A3G inh	D2 ag	Vif-A3F inh	LDHA block	D2 antagonist
CCOc1ccccc1NC(=O)c1cc(SC)ccc1Cl	-5%	0%	-7%	-4%	-20%	-0.3	14%	-2	-6
CCc1cccc(C)c1NS(=O)(=O)c1cc(Br)cnc1N	-2%	40%	13%	0%	-1%	-0.2	-3%	-7	9
